# Screening data from PubChem BioAssay.
# pCIP destab: lowers stability of the mouse p/CIP coactivator protein | F442A p/CIP-EGFP cells, EGFP fluorescence, 16 h | decrease of EGFP signal, % at 10 µM | hit rate 0.01% among 290,000 | AID 1984;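 active means EGFP signal decrease of at least 30% at 10 µM or well 3 SD below plate mean, unless failing retest; inactive means the rest, including hits failing retest or dose response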; further: some compounds called inactive have numbers as strong as hits; many of its hits are not listed in these tables
# Target sequence (Q05BA5 1-1403): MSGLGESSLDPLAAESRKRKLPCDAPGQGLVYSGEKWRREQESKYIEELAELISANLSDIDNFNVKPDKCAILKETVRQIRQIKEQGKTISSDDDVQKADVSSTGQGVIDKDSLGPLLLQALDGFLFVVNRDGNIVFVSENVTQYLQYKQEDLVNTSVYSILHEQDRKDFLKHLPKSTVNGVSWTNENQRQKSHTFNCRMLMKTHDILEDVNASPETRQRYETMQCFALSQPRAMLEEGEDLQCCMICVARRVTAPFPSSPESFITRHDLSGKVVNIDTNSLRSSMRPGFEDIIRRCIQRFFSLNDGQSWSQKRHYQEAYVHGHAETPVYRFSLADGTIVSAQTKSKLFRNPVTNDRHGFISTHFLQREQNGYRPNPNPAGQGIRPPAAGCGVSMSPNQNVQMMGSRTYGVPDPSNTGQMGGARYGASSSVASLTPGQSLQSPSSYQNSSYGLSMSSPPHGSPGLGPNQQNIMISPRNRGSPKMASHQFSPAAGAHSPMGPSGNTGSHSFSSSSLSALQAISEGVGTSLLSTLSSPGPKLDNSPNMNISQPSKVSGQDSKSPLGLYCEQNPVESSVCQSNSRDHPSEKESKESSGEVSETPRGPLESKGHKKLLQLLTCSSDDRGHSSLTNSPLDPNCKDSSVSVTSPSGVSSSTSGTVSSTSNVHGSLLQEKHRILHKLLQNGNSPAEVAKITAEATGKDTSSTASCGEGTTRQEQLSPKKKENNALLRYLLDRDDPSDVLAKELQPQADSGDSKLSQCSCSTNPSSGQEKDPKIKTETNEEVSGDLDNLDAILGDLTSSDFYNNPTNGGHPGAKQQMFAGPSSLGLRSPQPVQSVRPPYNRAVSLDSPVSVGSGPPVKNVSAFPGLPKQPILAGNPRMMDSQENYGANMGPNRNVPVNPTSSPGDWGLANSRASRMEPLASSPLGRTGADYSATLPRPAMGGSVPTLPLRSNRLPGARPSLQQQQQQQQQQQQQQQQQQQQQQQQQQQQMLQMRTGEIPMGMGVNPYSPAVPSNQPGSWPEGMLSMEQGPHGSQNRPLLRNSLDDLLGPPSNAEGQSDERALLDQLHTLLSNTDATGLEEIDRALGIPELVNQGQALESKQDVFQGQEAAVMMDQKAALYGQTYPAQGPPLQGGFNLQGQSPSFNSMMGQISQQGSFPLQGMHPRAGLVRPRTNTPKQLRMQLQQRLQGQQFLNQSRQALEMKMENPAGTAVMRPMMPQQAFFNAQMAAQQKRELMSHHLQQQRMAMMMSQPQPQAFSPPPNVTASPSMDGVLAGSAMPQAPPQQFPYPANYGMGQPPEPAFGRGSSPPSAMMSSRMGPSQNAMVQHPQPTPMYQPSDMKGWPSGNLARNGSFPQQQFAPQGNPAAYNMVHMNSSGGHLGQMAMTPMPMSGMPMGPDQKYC
# IDE act: activators of human insulin-degrading enzyme in cells. P14735. HEK cells, FAbeta-B cleavage, fluorescence polarization; 0% vehicle, 100% cell-free pure enzyme wells. activation, % at 5.96 µM. hit rate 0.073% among 340,000;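 active means activation above the mean of all tested compounds plus 3 SD, set per screening campaign, cut at about 17% in these data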
# VIM-2 inhibitor: inhibitors of Pseudomonas aeruginosa VIM-2 metallo-beta-lactamase; hit rate 0.89% among 290,000; purified VIM-2, nitrocefin hydrolysis, epi-absorbance fluorescence; AID 1527; inhibition, % at 5.6 µM;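 active means inhibition above the mean of all tested compounds plus 3 SD, cutoff set per screening run, cut at about 7.5% in these data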;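 further: red hydrolysis product quenches plate fluorescence so inhibitors raise well fluorescence; 0% = enzyme with DMSO and 100% = DMSO without enzyme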
# FID counter: counter-screen for HCV NS3 helicase inhibitors: DNA intercalator displacement | DNA fluorescent intercalator displacement, fluorescence | hit rate 0.17% among 290,000 | inhibition, % at 7.9 µM | AID 1845; in the data active means inhibition above about 37%;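 further: 0% = vehicle and 100% = reference compound; higher means more ethidium bromide displaced from hairpin DNA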
# SUMO HTRF inh: inhibitors of human SUMOylation (UBC9) | inhibition, % at 35 µM | hit rate 0.36% among 290,000 | HTRF SUMOylation assay, SAE1/SAE2 + UBC9, in vitro | AID 2006 | P63279; in the data active means inhibition above about 50%, passing the limit was not always enough; inconclusive means no clear call, values can overlap the other calls; further: strong numbers were not always called active
# HCV NS3 hel inh: HCV NS3 helicase inhibition | NS3 helicase DNA unwinding, Cy5 molecular beacon fluorescence | inhibition, % at 10.9 µM | hit rate 0.56% among 290,000 | AID 1800;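 active means inhibition above the mean of all tested compounds plus 3 SD, set per campaign, cut at about 35% in these data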;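 further: 0% = DMSO wells and 100% = thioflavine S control wells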
#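 System: HCV NS3 helicase fragment; control set: DMSO and thioflavine S; technique: Cy5 fluorescence at 0 and 60 min, beacon hairpin quenching; reagent: beacon DNA duplex substrate plus ATP; replicates: singlicate; schedule: 1 h reaction at 25 °C, ATP-initiated; medium: MOPS buffer pH 6.5 with MgCl2, DTT, Tween20, BSA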
# IMP-1 inhibitor: blocks Pseudomonas aeruginosa IMP-1 metallo-beta-lactamase; hit rate 0.45% among 290,000; AID 1556; inhibition, % at 5.6 µM; purified IMP-1, nitrocefin hydrolysis, epi-absorbance fluorescence;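 active means inhibition above the mean plus 3 SD of all compounds in the same screening run, cut at about 4.5% in these data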;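 further: 0% = IMP-1 with DMSO and 100% = DMSO wells lacking enzyme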
#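 Material – recombinant IMP-1 enzyme, purified · Amount – IMP-1 0.2 nM before substrate addition · Medium – HEPES buffer pH 7.1 with ZnSO4 and Brij 35 · Timing – 25 °C, 15 min preincubation, 25 min reaction · Measured by – plate fluorescence quenching by hydrolysis product, ex 480/em 530 nm · Read-out – percent enzyme inhibition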
# PHOSPHO1 block: blocks human PHOSPHO1 phosphatase activity; inhibition, % at 13.3 µM; recombinant PHOSPHO1, absorbance phosphatase assay; AID 1565; Q8TCT1; hit rate 1.1% among 290,000; in the data active means inhibition above about 60%
# MEKK3 PB1 HTS: MEKK3-MEK5 PB1 interaction, increase or decrease. AID 1529. binding response (% of control), % at 10 µM. bead-based flow cytometry, Alexa488-MEK5 binding to MEKK3; actives lie on both sides; 0 = blocked by unlabeled MEK5, 100 = vehicle. hit rate 1.4% among 290,000;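 active means binding response more than 3 SD above or below the average of its plate-row segment, actives on both sides; inconclusive means wells at one plate position flagged as instrument error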;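 further: Alexa488 bead fluorescence after subtracting the streptavidin-only scavenger bead signal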
# An asterisk follows results filed as active; ? = inconclusive; · = not tested or not shown. A portion of the library (hit frequency here may not be typical).
SMILES,pCIP destab,IDE act,VIM-2 inhibitor,FID counter,SUMO HTRF inh,HCV NS3 hel inh,IMP-1 inhibitor,PHOSPHO1 block,MEKK3 PB1 HTS
C=CCNC(=O)c1ccc(CN(c2ccc(OCC)cc2)S(=O)(=O)c2ccc(C)cc2)cc1,-2,0,-1.0,-34,-5,1,-1.4,·,99
COc1ccc(/C=N/n2cnc3c([nH]c4ccc(F)cc43)c2=O)cc1CN1CCCC1,-10,-10,2.3,6,11,-12,-2.0,28,108
O=C(NC1CCCC1)C(c1cccnc1)N(Cc1ccccc1)C(=O)c1csnn1 (stereo not given),-6,-4,-1.3,-17,9,9,-1.0,43,100
CCN(CC)S(=O)(=O)c1ccc2c(c1)nc(SC(C)C(=O)NCC1CCCO1)n2CC (stereo not given),-6,4,-1.8,-37,6,1,-2.4,33,103
O=C(CN1C(=O)C2CC=CCC2C1=O)OCc1cc(=O)n2cc(Br)ccc2n1 (stereo not given),13,7,-2.5,-6,10,-3,-1.7,-12,·
C[C@]12CC[C@@H]3c4ccc(O[C@@H]5O[C@H](C(=O)O)[C@@H](O)[C@H](O)[C@H]5O)cc4CC[C@H]3[C@@H]1C[C@@H](O)[C@@H]2O,-3,4,·,·,1,·,·,8,103
O=C(Nc1ccc(-c2nc3ccccc3s2)c(OC(=O)c2ccccc2)c1)c1ccccc1,5,3,-3.1,-2,?,11,-1.5,-14,106
C=CC(=O)NC(C)(C)CCN1CCOCC1,-9,-1,-1.8,-9,20,6,-2.5,37,103
CCOC(=O)CCNCC1COc2ccccc2O1 (stereo not given),-17,-1,-2.6,6,9,-8,-1.8,18,115
CCn1cc(S(=O)(=O)CC(=O)Nc2ccc(C)cc2)c2ccccc21,-2,8,-0.5,-15,20,1,-1.4,23,80
COc1ccccc1CC1(C)NC(=O)N(CC(=O)N2CCc3ccccc3C2)C1=O (stereo not given),0,4,-1.0,-31,2,-2,-1.6,-11,102
O=C1N=C(N2CCN(c3cccc4ccccc34)CC2)S/C1=C/c1cccs1,-16,-1,-2.0,-1,6,-6,0.5,-8,104
Cc1ccc(Cl)cc1N1CCN(CC(=O)Nc2ccc(CN3CCCCC3)cc2)CC1,-14,2,-1.2,33,6,-47,-3.4,-16,108
Cc1cccc(CNC(=O)c2ccc3nc(Cc4ccccc4F)oc3c2)n1,-2,2,-0.6,-33,-9,-12,-2.0,38,102
C/C(=N/NS(=O)(=O)c1ccc(C)c(C)c1)c1ccncc1,-21,-1,0.5,-2,-2,10,-0.2,36,97
O=c1c(Cl)c2oc3ccccc3nc-2c2ccccc12,-84,-12,-1.5,1,25,11,0.1,12,90
Cc1nccc(-c2cccc(NC(=O)Nc3ccc(Cl)cc3)c2)n1,-11,-5,-1.9,-5,-1,-4,-2.1,40,103
N/C(=N\OC(=O)COc1ccc2ccccc2c1)c1ccncc1,1,-1,-0.3,-12,-11,13,-1.7,39,105
COc1cc([N+](=O)[O-])ccc1NC(=O)CSc1nccn1C,-12,0,-2.5,0,24,0,-2.3,38,101
COC(=O)c1ccccc1NC(=S)NC(=O)c1ccccc1,4,3,-1.3,-1,10,1,4.7*,13,97
COC(=O)c1sc2ccccc2c1NC(=O)c1cccs1,4,-1,0.8,-2,-12,3,-1.7,-2,103
CC1CCN(CC(=O)n2c3c(c4ccccc42)CCCC3)CC1,-10,-1,18*,10,29,6,0.4,-1,98
CCN(CC(=O)NC1CCS(=O)(=O)C1)S(=O)(=O)c1cccc(C(C)=O)c1 (stereo not given),16,3,0.5,1,-3,-5,-1.0,-4,95
NC(=O)CC(NC(=O)c1cccc(Br)c1)c1ccc(NCCN2CCOCC2)c([N+](=O)[O-])c1 (stereo not given),2,·,·,·,10,·,·,39,109
CC(C)Cc1ccc(CN2CCCC(NC(=O)CCN3CCCCC3=O)C2)cc1 (stereo not given),6,-2,-1.0,-1,-11,-15,-2.8,29,101
Cc1cc(N2CCN(C)CC2)nc2ccc(NC(=S)N3CCN(c4ccc(F)cc4)CC3)cc12,2,0,-2.8,6,15,-16,-3.5,-19,105
O=C1CC(NCC2CCCO2)C(=O)N1c1ccc(Cl)cc1 (stereo not given),-4,-1,1.5,0,14,18,0.7,23,86
N#Cc1ccc(C(=O)N2CCN(c3ncccn3)CC2)cc1,0,4,-1.8,-5,8,-24,-2.4,16,102
COC(=O)c1noc(-c2ccc(OC)cc2)n1,1,2,-4.8,-3,12,6,-6.2,-1,107
Cc1cc2occ(CC(=O)NNC(=O)c3ccccc3F)c2cc1C,-1,0,-2.0,-11,5,9,7.8*,23,102
Cc1ccnc(NS(=O)(=O)c2ccc(NC(=O)C3CCCNC3=O)cc2)n1 (stereo not given),-14,3,-4.0,2,-6,3,-4.0,41,99
Cc1cccc(NC(=O)CSc2nnc(-c3n[nH]c4ccccc34)o2)c1,9,1,-4.6,-3,-8,-5,-2.7,-2,100
O=C(COC(=O)CNC(=O)c1ccco1)NCCN1C(=O)CSC1=O,-10,3,-0.1,2,-7,0,-0.8,17,95
Cc1ccc(S(=O)(=O)Nc2cccc(NC(=O)CN3CCCCC3)c2)cc1,-10,4,-1.7,9,8,-6,-2.1,0,102
CC1=CC(C)(C)N(S(=O)(=O)c2ccc(C)cc2)c2ccc(C)cc21,-12,-1,-6.7,-14,-3,3,0.3,-3,95
Cc1cc2ccccc2c(=O)n1CC(=O)NC1CCCCCC1,4,0,-2.0,-4,27,-6,-3.8,3,101
COc1ccc(S(=O)(=O)N2CCN(C(=S)NCCc3ccccc3)CC2)cc1,4,1,-1.5,-26,6,-9,-2.1,24,100
COc1cc(C)ccc1OCc1cc(C(=O)NCCN2CCCC(O)C2)no1 (stereo not given),-10,2,-1.1,1,6,-1,-1.4,31,101
COC(=O)N1C(=O)[C@@](CC(C)C)(c2ccccc2)N1C(=O)OC,-6,·,-0.6,-13,-2,1,-4.8,-83,102
Cc1cc2c(cc1S(=O)(=O)N1CCN(c3ccccc3F)CC1)OCC(=O)N2,-4,1,-1.9,-2,8,8,-1.4,53,101
COc1cc(C(=O)NCCOc2ccc(F)cc2)c(Br)c(OC)c1OC,-9,-2,-2.3,-18,6,9,-2.3,32,102
O=C(NCc1ccc(Cl)cc1)c1cc(-c2ccco2)on1,-14,-3,-4.5,-15,5,29,-3.2,21,·
CC(C)=CCOc1ccc2ccc(=O)oc2c1,-5,5,-3.1,-4,12,3,-1.2,0,109
COc1ccccc1C(=O)Nc1ccnn1C1CCN(C(C)CSC)CC1 (stereo not given),1,0,-1.3,-2,1,2,-4.4,26,100
Cc1cccc(NC(=O)c2ccccc2NC(=O)CCC(=O)O)c1,-8,10,-4.2,-11,1,2,-2.0,-16,102
COc1ccc(CNC(=O)c2oc3ccc(S(=O)(=O)N4CCOCC4)cc3c2C)cc1,-6,-5,-1.5,-37,-7,-16,-4.2,15,101
Cc1ccccc1OCc1nc2ccccc2[nH]1,-4,-6,-2.5,-2,15,-2,-1.2,15,97
Cc1ccccc1OCC(O)CN(Cc1ccccc1O)C1CCCCC1 (stereo not given),15,-1,0.4,13,-19,-16,-1.0,-12,100
CC1(C)CC(C(CC(=O)Nc2nccs2)c2ccccc2)CCO1 (stereo not given),11,-1,-1.5,-13,-5,0,-1.4,9,93
O=[N+]([O-])c1ccc2nc(NS(=O)(=O)c3ccc(Cl)cc3)sc2c1,1,2,-3.5,16,10,-14,-4.6,-6,96
O=C(CCCc1ccccc1)NCc1ccccc1,5,·,0.7,-4,-2,-3,-0.3,1,83
CCOC(=O)c1c(NC(=O)/C=C/c2ccc(C)o2)sc(C)c1C,-2,0,-0.8,1,40,10,-1.4,42,105
Cc1cc(=O)oc2c(C)c(OC(C)C(=O)NCC(O)c3ccccc3)ccc12 (stereo not given),-1,3,4.2,-26,19,-6,0.5,40,100
CCOC(=O)COc1cnc2ccccc2n1,-12,-1,-1.8,-1,7,-11,0.3,28,69
O=C(Nc1ccccc1Cl)c1ccc2nccnc2c1,-2,7,-1.1,-3,12,13,-0.3,-14,101
CCOC(=O)COc1ccc(/C=C/[N+](=O)[O-])c(OCC(=O)OCC)c1,-3,-11,-6.0,-4,-11,3,-2.5,26,102
O=C(NCc1ccccn1)C1C2C=CC(C2)C1C(=O)Nc1ccc(F)cc1 (stereo not given),-8,6,-0.4,-3,-8,0,-1.7,13,100
Cc1cccc(NC(=O)CN(CCc2ccccc2)S(C)(=O)=O)c1,-11,-5,-2.3,-20,9,1,-3.5,25,98
CCCN1C(=O)SC(CC(=O)Nc2ccccc2)C1=O (stereo not given),-18,7,1.2,0,20,2,-0.9,7,101
CC(=O)c1ccc(NC(=O)CSc2nnc(-c3ccco3)c(-c3ccco3)n2)cc1,-16,-7,-4.5,-16,90*,35,0.2,18,104

# Two successive entries already listed:
SMILES,pCIP destab,IDE act,VIM-2 inhibitor,FID counter,SUMO HTRF inh,HCV NS3 hel inh,IMP-1 inhibitor,PHOSPHO1 block,MEKK3 PB1 HTS
CCCN1C(=O)SC(CC(=O)Nc2ccccc2)C1=O (stereo not given),-18,7,1.2,0,20,2,-0.9,7,101
CC(=O)c1ccc(NC(=O)CSc2nnc(-c3ccco3)c(-c3ccco3)n2)cc1,-16,-7,-4.5,-16,90*,35,0.2,18,104

# Next compounds
SMILES,pCIP destab,IDE act,VIM-2 inhibitor,FID counter,SUMO HTRF inh,HCV NS3 hel inh,IMP-1 inhibitor,PHOSPHO1 block,MEKK3 PB1 HTS
CC(C)(CC(=O)N1CCN(c2ccc(Cl)cc2)CC1)CC1=NS(=O)(=O)c2ccccc2N1,-18,-1,-2.5,-31,8,-14,-2.2,17,·
Cc1c(NC(=O)C(C)OC(=O)c2ccc([N+](=O)[O-])s2)c(=O)n(-c2ccccc2)n1C (stereo not given),1,2,-3.3,5,8,2,-2.5,-2,90
C=CCn1c(/N=C/c2ccc(N(C)C)cc2)nc2ccccc21,2,1,-0.4,2,-2,-9,-2.4,16,104
O=C(O)c1cccc(NC(=O)C2C3C=CC(C3)C2C(=O)O)c1 (stereo not given),32,-4,-1.1,3,-16,-2,-0.1,6,101
O=C(N1CCN(Cc2ccccc2)CC1)C12CC3CC(CC(C3)C1)C2,-6,4,-4.1,-19,10,-6,-4.7,4,89
Cc1nnc(SCc2ccc([N+](=O)[O-])cc2)o1,-17,2,-2.0,19,-8,2,-4.1,-14,102
Cc1nc(CS(=O)(=O)c2ccccc2)cc(Sc2ccc(Cl)cc2)n1,-10,2,1.8,-23,6,-9,0.4,-6,104
Cc1onc(-c2c(Cl)cccc2Cl)c1C(=O)N1CCN(c2ncccn2)CC1,-9,5,-3.9,-24,11,10,-3.6,24,104
CCC(=O)NC(=S)Nc1cccc(NC(=O)c2ccc(Cl)cc2Cl)c1,4,4,-1.2,5,-20,6,-1.9,35,103

# Single records, from the list above. Screens in order: pCIP destab, IDE act, VIM-2 inhibitor, FID counter, SUMO HTRF inh, HCV NS3 hel inh, IMP-1 inhibitor, PHOSPHO1 block, MEKK3 PB1 HTS
# Results for Cc1onc(-c2c(Cl)cccc2Cl)c1C(=O)N1CCN(c2ncccn2)CC1 → -9, 5, -3.9, -24, 11, 10, -3.6, 24, 104
# Results for Cc1cc2occ(CC(=O)NNC(=O)c3ccccc3F)c2cc1C → -1, 0, -2.0, -11, 5, 9, 7.8*, 23, 102
